Screens deposited in PubChem BioAssay by Sanford-Burnham Center for Chemical Genomics.
Hsp70 inhibitors: Hsp70 inhibitors, probe displacement, primary screen, biochemical, fluorescence polarization (AID 583) | Hsp70 fluorescence polarization probe displacement, mP; higher % means a stronger effect | displacement, % at 20 µM, or IC50 in µM where a hit was titrated | 140,000 compounds, 0.06% hits; in the data active = displacement above about 50%;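 also: plate controls were vehicle for no effect and reference ligand for full effect; a part of the inactive calls stands beside numbers as strong as those of hits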
MKP-3 inhibition: MKP-3 phosphatase inhibitors, primary screen, biochemical, rat enzyme, in vitro (AID 425); recombinant MKP-3 phosphatase activity, fluorescence; higher % means a stronger effect; one-dose inhibition, % at 20 µM; IC50 in µM for titrated hits; 110,000 compounds, 0.17% hits; in the data active = inhibition above about 50%;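 also: plate controls were vehicle for no effect and reference inhibitor for full effect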
An asterisk follows results filed as active; . = not tested or not shown; & = joins results of further samples.

Value order – Hsp70 inhibitors, MKP-3 inhibition
O=C(CCCC(=O)OCC(F)(F)C(F)F)Nc1nccs1
 : 2.0%&2.0%, -5%&0%
COc1ccc(-c2c(C#N)c(N)nc3c2CCCC3)cc1OC
 : -0.3%, -2%
O=C(C1CCCN(S(=O)(=O)c2cnc[nH]2)C1)N(CCc1ccccc1)Cc1ccccc1 (stereo not drawn)
 : -0.7%, 0%
CC(=O)C1=C(O)C(=O)N(CCN(C)C)C1c1ccccc1F (stereo not drawn)
 : 0.8%, 4%
Cc1cc(Br)cc(C)c1NC(=O)c1cc2ccccc2o1
 : ., 2%
CN1CCN(/C(=N\S(=O)(=O)c2ccc(F)cc2)c2ccccc2)CC1
 : -2.7%, 3%
Cc1ccc(NC(=O)C2CC(=O)N(c3cccc([N+](=O)[O-])c3)C2)cc1C (stereo not drawn)
 : -1.2%, 7%
C=CCN1C(=O)/C(=C\c2ccc(O)cc2)C(=O)NC1=S
 : -0.9%, 5%
c1coc(-c2nc3nc4ccccc4n3nc2-c2ccco2)c1
 : ., -9%
CC(=O)c1c(C)oc2c1cc(O)c1c2c(-c2ccccc2)nn1-c1ccccc1
 : -1.1%, 1%
Clc1cc(Cl)c2c(c1)C=C1CCCCC1(N1CCCCC1)O2 (stereo not drawn)
 : 3.8%, -1%
O=C1NC(=S)NC(=O)C1=Cc1ccccc1OCCOc1ccccc1
 : 0.5%, 4%
Cc1nc2cc(-c3cccc(F)c3)nn2c(N2CCOCC2)c1C
 : -0.5%, -17%
O=C(Nc1ccc([N+](=O)[O-])c(NC(=O)c2cccs2)c1)c1cccs1
 : 0.4%, -1%
CC1(C)Cc2nc3oc4c(=S)nc[nH]c4c3cc2CO1
 : 0.4%, -7%
Cc1cccc(NC(=O)Nc2cccc(C)n2)n1
 : -2.8%, -27%
O=C(CCCOc1ccccc1)N1CCN(S(=O)(=O)c2cccs2)CC1
 : 1.0%, .
O=C(COC(=O)c1ccc2c(c1)OCCO2)Nc1cc(Cl)ccc1Cl
 : 2.9%, .
COC(=O)c1ccc(/C=C2\C(=O)NC(=S)N(c3ccc(Br)cc3C)C2=O)cc1
 : 0.4%, 5%
Cc1ccc(F)cc1NC(=O)Cc1nn(C)c(=O)c2ccccc12
 : -0.2%, 3%
CCOC(=O)Cc1cc(=O)n2[nH]c(-c3ccccc3)cc2n1
 : -1.6%, .
CN(C)S(=O)(=O)c1ccc(Oc2ccccc2)cc1
 : 7.8%, -4%
O=C(CN(c1ccccc1)S(=O)(=O)c1ccccc1[N+](=O)[O-])Nc1ccccc1
 : 0.9%, 0%
Cc1ccc(C)c(OCCCCN2CCOCC2)c1C
 : 2.6%, 0%
N/C(=N\OC(=O)c1ccc(Cl)c([N+](=O)[O-])c1)c1ccccc1
 : 2.9%, 4%
O=C(N/N=C/c1ccc[nH]1)c1ccccc1[N+](=O)[O-]
 : -1.2%, 0%
CC(C)N(O)C(=O)NC(C)(C)C
 : 3.4%, 4%
Cc1ccccc1OCC(=O)Nc1ccc(C(C)C)cc1
 : -4.7%, -2%
CC1CCN(CCNC(=O)C2CCCN(S(=O)(=O)c3cccc4nonc34)C2)CC1 (stereo not drawn)
 : ., 2%
CN1CCN(C(c2ccc(F)cc2)c2nnnn2Cc2cccs2)CC1 (stereo not drawn)
 : 5.1%, -1%
Cn1c(=O)n(CCc2ccccc2)c(=O)c2c1nc1n2CCCN1c1ccc(F)cc1
 : 1.0%, 8%
COc1ccc(C(=O)NCc2nnc(SCC(=O)Nc3cccc(C(F)(F)F)c3)o2)cc1OC
 : ., -4%
Clc1cc(Br)ccc1OCCn1ccnc1
 : -3.0%, 0%
NC(Cc1ccc2nsnc2c1)C(=O)O (stereo not drawn)
 : 0.4%, .
Oc1[nH]c2ccccc2c1/C=N/c1nccs1
 : 4.2%, -3%
CCN1CCN(C(=O)c2cc3c(=O)oc4ccc(C)cc4c3s2)CC1
 : -0.7%, -6%
O=C1CCCC2=C1C(c1ccc(F)cc1)Nc1ccccc1N2 (stereo not drawn)
 : 1.9%, -2%
COc1ccc(C2(C(F)(F)F)NC(=O)N(C)C(=O)N2C)cc1 (stereo not drawn)
 : 2.7%, -6%
O=C(Nc1cc(N2CCOCC2)ncn1)c1ccccc1
 : -2.7%, 2%
O=C1/C(=C\c2ccccn2)SC(=S)N1Nc1ncc(C(F)(F)F)cc1Cl
 : -0.7%, .
CCCC(C)NC(=O)c1c(-c2c(Cl)cccc2Cl)noc1C (stereo not drawn)
 : -1.2%, 4%
O=C1[C@H]2[C@@H](C(=O)N1c1cccc3ccccc13)C1(C(=O)c3ccccc3C1=O)N1CCC[C@@H]21
 : 7.1%, .
O=C(Nc1cccc(-c2csc(-c3ccccc3)n2)c1)c1cccs1
 : -1.0%, .
CCOc1ccc(NC(=O)c2ccccc2O)cc1
 : 0.6%, -11%
O=C(Cc1ccccc1)Nc1nnc(-c2cccs2)s1
 : -1.8%, -3%
Cc1ccc(C(=O)N/N=C2\SCC(=O)N2c2cc(C)ccc2C)cc1
 : 4.3%, .
CC1CCC2(CC1)Nc1ccccc1C(=O)N2c1ccccc1 (stereo not drawn)
 : -4.7%, .
COc1ccc(CCNC(=O)CCc2ccccc2)cc1OC
 : -0.2%, 0%
CCCn1cc(NC(=O)c2cc3n(n2)C(C(F)(F)F)CC(c2ccccc2)N3)cn1 (stereo not drawn)
 : -0.8%, 4%
Cc1onc(-c2c(F)cccc2Cl)c1C(=O)N1CCc2ccccc2C1
 : -0.8%, -4%
COc1ccc(O)c(/C=c2/sc3nc4cc(C)c(C)cc4n3c2=O)c1
 : 2.6%, -16%
CC1CCc2c(sc(NC(=O)c3cccc(Br)c3)c2C(N)=O)C1 (stereo not drawn)
 : -8.6%, 6%
Clc1ccc(-c2csc3nc4ccccc4n23)cc1
 : -0.7%, 0%
COc1ccccc1NC(=O)Nn1cnnc1
 : 2.0%, -9%
COc1ccccc1C(O)C(F)(F)F (stereo not drawn)
 : 2.1%, 3%
Nc1cc(N)nc(SCc2ccccc2)n1
 : 1.9%, -14%
COc1ccc(N(CC(=O)Nc2ccc3c(c2)OCCO3)S(=O)(=O)c2c(C)nn(C)c2C)cc1
 : 0.8%, 5%
COC(=O)C(C)Sc1nc2c(cnn2-c2ccccc2)c(=O)[nH]1 (stereo not drawn)
 : 0.1%, -6%
CCOC(=O)C1=C(O)/C(=C/c2ccc(OCC(=O)NCCc3ccccc3)cc2)N=C1C
 : -2.0%, 1%
COc1ccc(OCCCC(=O)Nc2ccc3c(c2)OCO3)cc1
 : 3.8%, -6%

Additional structures.
Value order – Hsp70 inhibitors, MKP-3 inhibition
COc1cccc2cc(C(=O)N3CCN(c4ccc(C)cc4C)CC3)c(=O)oc12
 : -0.7%, -6%
O=C1/C(=C/c2ccc(-c3ccc(Cl)cc3[N+](=O)[O-])o2)Sc2ccccc21
 : 1.8%, 0%
Cn1c(=O)c2c(nc(SCCN3CCOCC3)n2Cc2cccc3ccccc23)n(C)c1=O
 : 5.0%, -3%
CN1CCN(c2ccc3c4c(cccc24)C(=O)N(CCO)C3=O)CC1
 : 100%, 0%
COc1ccc2c(C)c(C(=O)O)oc2c1
 : -1.3%, .
CCC(C)C(=O)Nc1ncc2c(n1)CC(c1cccs1)CC2=O (stereo not drawn)
 : 8.9%, .
COCCOC(=O)C1=C(C)Nc2nc(C)nn2C1c1ccc(F)cc1 (stereo not drawn)
 : 7.3%, -9%
Cc1sc2nc(-c3ccc(C(C)C)cc3)[nH]c(=O)c2c1C
 : 3.0%, 1%
CC(=O)Nc1ccc(S(=O)(=O)c2ccc(N)cc2)cc1N
 : 3.1%, -4%
C=CCOc1c(Cl)cc(/C=C2\C(=O)NC(=O)N(c3cc(C)cc(C)c3)C2=O)cc1OC
 : -5.0%, 4%
O=c1c(O)c(-c2ccc(O)cc2O)oc2cc(O)cc(O)c12
 : 62%, -4%
O=C(Cn1cnc2ccccc21)NCc1ccccc1
 : 3.1%, -13%
Nc1ccc(Nc2ccccc2)c(Cl)c1
 : 0.8%, 1%
O=C(CSc1nnc(C2COc3ccccc3O2)o1)N1CCCc2ccccc21 (stereo not drawn)
 : 5.7%, 1%
c1ccc(CNc2nc3ccccc3[nH]2)cc1
 : 2.2%, 0%
O=C(C1CCN(S(=O)(=O)c2cccc3nsnc23)CC1)N1CCn2c1nc1ccccc12
 : -1.3%, 5%
CCOC(=O)CSc1nc2cc(C(=O)OC)ccc2c(=O)n1CCN1CCOCC1
 : -2.7%, .
O=S(=O)(c1cccc(S(=O)(=O)N2CCC(N3CCCCC3)CC2)c1)N1CCOCC1
 : 4.8%, 2%
CCCCCOC(=O)C1=C(C)NC(=O)NC1c1ccccc1Cl (stereo not drawn)
 : -5.6%, -3%
O=C(O)C1CCCCN1S(=O)(=O)c1cccc2nsnc12 (stereo not drawn)
 : 4.6%, -10%
CCOc1cc2[nH]c(=S)n(CCCN(CC)CC)c(=O)c2cc1OCC
 : -0.4%, .
O=C(Nc1ccccc1NC(=O)c1ccco1)c1ccco1
 : -1.9%, -6%
O=C(NCc1cccs1)C1CCCN1C(=O)NC1CCCCC1 (stereo not drawn)
 : -5.0%, -9%
COCc1cc(=O)n2[nH]c(-c3ccccc3)cc2n1
 : -4.6%, -15%
OCCOCCn1c2ccccc2c2ccccc21
 : 3.1%, -4%
CCOC(=O)CCN1C(=O)/C(=C/c2ccccc2)SC1=S
 : 1.8%, 3%
COC(=O)c1cc(C(=O)Nc2nccs2)cc([N+](=O)[O-])c1
 : 0.0%, -2%
CC1(C)C(c2ccco2)=[N+]([O-])C2(CCCCC2=O)N1O (stereo not drawn)
 : -2.0%, .
CCOC(=O)c1sc(C)c2c1NC(C)(c1cccc3ccccc13)NC2=O (stereo not drawn)
 : 4.8%, .
Cc1ccc(-n2c(Cc3cccn3C)nnc2SCC(=O)NCc2ccco2)cc1
 : 8.0%, 2%

Four of these compounds in a different format:
Hsp70 inhibitors	MKP-3 inhibition	molecule
0.1%	-6%	COC(=O)C(C)Sc1nc2c(cnn2-c2ccccc2)c(=O)[nH]1 (stereo not drawn)
5.0%	-3%	Cn1c(=O)c2c(nc(SCCN3CCOCC3)n2Cc2cccc3ccccc23)n(C)c1=O
-1.0%	.	O=C(Nc1cccc(-c2csc(-c3ccccc3)n2)c1)c1cccs1
3.1%	-4%	OCCOCCn1c2ccccc2c2ccccc21

Next section:
Value order – Hsp70 inhibitors, MKP-3 inhibition
Cc1cc(C)n(CC(=O)N/N=C/c2ccc(C)o2)n1
 : 4.8%, .
CC(C)CC(NS(=O)(=O)c1ccc2c(c1)oc(=O)n2C)C(=O)N1CC=C(c2ccccc2)CC1 (stereo not drawn)
 : 6.7%, -4%
COc1ccc(N2C(=O)c3ccccc3NC2c2ccc(OC)c(Cn3nc(C)c(Cl)c3C)c2)cc1 (stereo not drawn)
 : -2.5%, -1%
c1ccc2c(N3CCCC3)nc(-c3ccncc3)nc2c1
 : 6.1%, -5%
CCOC(=O)c1ccc(NC(=O)C(=O)NCc2ccc(C)cc2)cc1
 : 0.7%, 3%
CSc1nc(N2CCOCC2)c2c3c(sc2n1)CCCC3
 : 3.1%, -5%
O=C(Cc1ccccc1)Nc1ccc(C(=O)O)cc1
 : -2.0%, -9%
CCOC(=O)N1CCN(C(=O)c2ccc(N(Cc3ccc(C)cc3)S(C)(=O)=O)cc2)CC1
 : 8.8%, .
Cc1cc(C)cc(CSCC(=O)NCCSc2ccccc2)c1
 : 0.5%, 6%
CC(=O)Nc1ccc(S(=O)(=O)NC(C)C2C3CC4CC(C3)CC2C4)cc1 (stereo not drawn)
 : 1.2%, -1%
CCC(=NC(C)c1ccccc1)c1c(O)n(C)c(=O)n(C)c1=O (stereo not drawn)
 : -3.2%, 4%
O=c1nc2n(c3ccc(Br)cc13)CCS2
 : -4.8%, .
CC1(c2ccc3c(c2)OCO3)NC(=O)N(CC(=O)Nc2ccc(N3CCOCC3)cc2)C1=O (stereo not drawn)
 : -4.0%, 2%
O=C(CSc1nccn1-c1ccccc1)Nc1ccc2c(c1)OCO2
 : ., 3%
CC(C)NS(=O)(=O)c1ccc(N2C(=O)c3ccccc3C2=O)cc1
 : 0.6%, .
CC1=NN(c2ccccc2)C(=O)C1(C)C
 : -1.3%, .
Cc1ccc2c(c1)C1CCCC3C1N2CC(=O)N3Cc1ccccc1 (stereo not drawn)
 : 8.0%, -4%
Cc1nn(C)c(C)c1S(=O)(=O)NC1CCCc2ccccc21 (stereo not drawn)
 : -2.9%, -1%
CN(CCc1ccccn1)Cc1ccc(Cl)cc1
 : -0.4%, -12%
CC1CC(N(C(=O)c2ccc(Cl)cc2)c2ccccc2)c2ccccc2N1C(=O)c1ccco1 (stereo not drawn)
 : -3.3%, .
Cn1c2c(c3cc(Cl)ccc31)CCCC2C#N (stereo not drawn)
 : -2.2%, 4%
COc1ccc(Br)cc1/C=N/NC(=O)C(=O)NC1CCCCC1
 : -2.9%, 2%

6 of the compounds above, tab-delimited:
Compound	Hsp70 inhibitors	MKP-3 inhibition
CCOC(=O)CSc1nc2cc(C(=O)OC)ccc2c(=O)n1CCN1CCOCC1	-2.7%	.
O=C(CSc1nccn1-c1ccccc1)Nc1ccc2c(c1)OCO2	.	3%
Nc1cc(N)nc(SCc2ccccc2)n1	1.9%	-14%
O=S(=O)(c1cccc(S(=O)(=O)N2CCC(N3CCCCC3)CC2)c1)N1CCOCC1	4.8%	2%
CCOc1cc2[nH]c(=S)n(CCCN(CC)CC)c(=O)c2cc1OCC	-0.4%	.
CC(=O)Nc1ccc(S(=O)(=O)c2ccc(N)cc2)cc1N	3.1%	-4%

Only part of the results is shown; count on the stated rates, not on these rows.
